Pf apPOL inh = Pf-apPOL inhibitors, biochemical, fluorescence; inhibition, % at 10 µM; hit rate 0.25% among 210,000; Plasmodium falciparum apicoplast DNA polymerase (apPOL); Recombinant Pf-apPOL, molecular beacon fluorescence, 1.5 h
mHTT CaM bind = mutant huntingtin-calmodulin interaction inhibitors – biochemical, AlphaScreen, primary screen. AlphaScreen His-mHTT/GST-CaM binding, luminescence. P42858. AID 1671202, 2021. inhibition, % at 15 µM. hit rate 3.6% among 190,000;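 note: 0% = both proteins with DMSO and 100% = one protein alone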
Target sequence (P42858 whole entry, looked up, stated change not applied): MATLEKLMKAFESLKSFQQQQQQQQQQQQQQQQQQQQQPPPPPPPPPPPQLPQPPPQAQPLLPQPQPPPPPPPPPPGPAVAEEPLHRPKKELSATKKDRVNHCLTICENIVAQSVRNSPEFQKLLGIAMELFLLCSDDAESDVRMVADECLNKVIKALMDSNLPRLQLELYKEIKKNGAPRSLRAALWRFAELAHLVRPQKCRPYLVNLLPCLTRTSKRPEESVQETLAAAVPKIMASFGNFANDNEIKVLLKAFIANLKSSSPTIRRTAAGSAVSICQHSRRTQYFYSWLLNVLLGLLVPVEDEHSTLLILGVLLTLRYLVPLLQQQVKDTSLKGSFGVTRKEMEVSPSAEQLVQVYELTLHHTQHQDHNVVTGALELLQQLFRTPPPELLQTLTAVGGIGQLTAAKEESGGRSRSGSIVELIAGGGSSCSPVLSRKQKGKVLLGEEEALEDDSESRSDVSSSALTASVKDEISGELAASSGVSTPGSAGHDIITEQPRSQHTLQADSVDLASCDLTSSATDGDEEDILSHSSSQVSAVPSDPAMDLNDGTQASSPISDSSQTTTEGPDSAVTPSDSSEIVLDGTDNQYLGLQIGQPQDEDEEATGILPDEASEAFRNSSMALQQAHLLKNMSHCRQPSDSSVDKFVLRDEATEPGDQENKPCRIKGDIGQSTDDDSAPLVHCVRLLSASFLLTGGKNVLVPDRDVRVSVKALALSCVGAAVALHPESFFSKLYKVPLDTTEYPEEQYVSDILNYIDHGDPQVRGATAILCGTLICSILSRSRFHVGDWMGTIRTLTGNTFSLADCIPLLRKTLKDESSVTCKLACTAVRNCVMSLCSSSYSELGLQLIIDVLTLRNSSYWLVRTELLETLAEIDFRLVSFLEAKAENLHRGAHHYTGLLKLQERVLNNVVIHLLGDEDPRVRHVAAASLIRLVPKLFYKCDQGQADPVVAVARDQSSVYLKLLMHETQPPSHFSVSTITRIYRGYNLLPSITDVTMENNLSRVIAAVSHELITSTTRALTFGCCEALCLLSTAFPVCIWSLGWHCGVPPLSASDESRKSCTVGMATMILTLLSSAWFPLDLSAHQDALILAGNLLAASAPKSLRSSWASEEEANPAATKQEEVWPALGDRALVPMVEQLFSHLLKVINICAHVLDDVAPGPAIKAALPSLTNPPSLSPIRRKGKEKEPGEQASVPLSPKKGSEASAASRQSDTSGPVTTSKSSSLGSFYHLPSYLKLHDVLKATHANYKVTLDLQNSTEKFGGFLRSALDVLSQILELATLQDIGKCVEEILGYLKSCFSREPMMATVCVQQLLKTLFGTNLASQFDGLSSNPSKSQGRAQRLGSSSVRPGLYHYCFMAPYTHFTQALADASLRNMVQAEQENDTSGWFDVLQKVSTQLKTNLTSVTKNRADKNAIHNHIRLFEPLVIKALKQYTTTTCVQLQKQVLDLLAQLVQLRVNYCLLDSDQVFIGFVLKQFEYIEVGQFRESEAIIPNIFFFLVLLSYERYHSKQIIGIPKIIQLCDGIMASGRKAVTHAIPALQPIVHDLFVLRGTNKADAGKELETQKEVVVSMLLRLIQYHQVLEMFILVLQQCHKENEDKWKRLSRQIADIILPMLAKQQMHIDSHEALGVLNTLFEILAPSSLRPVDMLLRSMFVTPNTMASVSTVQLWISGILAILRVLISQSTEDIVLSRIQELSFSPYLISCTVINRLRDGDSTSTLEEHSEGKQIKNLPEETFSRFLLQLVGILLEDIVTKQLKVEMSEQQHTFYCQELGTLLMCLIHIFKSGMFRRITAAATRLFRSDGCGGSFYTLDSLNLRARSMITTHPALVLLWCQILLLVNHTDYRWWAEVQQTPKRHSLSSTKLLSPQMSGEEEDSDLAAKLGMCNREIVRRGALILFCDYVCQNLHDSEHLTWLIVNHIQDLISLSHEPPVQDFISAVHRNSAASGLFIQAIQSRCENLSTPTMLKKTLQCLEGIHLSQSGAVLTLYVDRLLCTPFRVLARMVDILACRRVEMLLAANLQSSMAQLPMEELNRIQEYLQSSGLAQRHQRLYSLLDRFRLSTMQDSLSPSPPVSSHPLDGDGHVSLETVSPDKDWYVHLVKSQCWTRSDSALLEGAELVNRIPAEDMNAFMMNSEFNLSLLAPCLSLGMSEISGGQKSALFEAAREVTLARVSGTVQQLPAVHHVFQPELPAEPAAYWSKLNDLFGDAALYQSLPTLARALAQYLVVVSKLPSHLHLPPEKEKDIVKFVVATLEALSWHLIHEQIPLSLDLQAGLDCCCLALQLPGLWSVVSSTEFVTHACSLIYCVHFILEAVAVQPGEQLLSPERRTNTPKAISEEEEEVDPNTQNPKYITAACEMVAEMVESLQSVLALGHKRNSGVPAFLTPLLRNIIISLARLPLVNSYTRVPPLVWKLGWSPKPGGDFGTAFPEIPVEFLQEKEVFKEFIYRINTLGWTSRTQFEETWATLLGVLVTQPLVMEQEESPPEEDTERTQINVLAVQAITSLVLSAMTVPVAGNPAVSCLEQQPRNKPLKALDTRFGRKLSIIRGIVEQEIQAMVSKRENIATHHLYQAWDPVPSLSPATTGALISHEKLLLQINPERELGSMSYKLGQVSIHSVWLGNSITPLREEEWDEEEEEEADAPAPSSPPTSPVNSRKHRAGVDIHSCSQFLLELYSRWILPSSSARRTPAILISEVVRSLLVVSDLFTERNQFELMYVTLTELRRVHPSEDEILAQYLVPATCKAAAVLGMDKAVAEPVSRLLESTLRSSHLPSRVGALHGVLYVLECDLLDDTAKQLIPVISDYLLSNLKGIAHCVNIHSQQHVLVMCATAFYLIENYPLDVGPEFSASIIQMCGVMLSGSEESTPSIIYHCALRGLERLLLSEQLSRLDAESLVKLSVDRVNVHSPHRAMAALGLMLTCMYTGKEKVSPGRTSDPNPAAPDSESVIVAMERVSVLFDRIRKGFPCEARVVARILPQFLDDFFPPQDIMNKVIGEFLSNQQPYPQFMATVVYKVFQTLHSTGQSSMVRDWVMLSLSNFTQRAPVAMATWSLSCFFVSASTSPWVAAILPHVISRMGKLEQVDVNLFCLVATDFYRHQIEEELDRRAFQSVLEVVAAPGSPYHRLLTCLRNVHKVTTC
* marks the source's active call; other numbers are inactive results; i = inactive; · = no result given. Cut-off read from the data, not from the text of the source: active = inhibition above about 50%; inactive = the rest.

SMILES	Pf apPOL inh	mHTT CaM bind
Cc1cc(C)cc(C(=O)Nc2c3c(nn2-c2cccc(C)c2C)CS(=O)(=O)C3)c1	-4.9	8.0
C=CCNS(=O)(=O)c1cc(S(=O)(=O)NCC=C)c(OC)cc1OC	·	-5.5
Cc1ccc(N2CCC(NC(=O)NC(C)(C)C)C2=O)cc1C (centres undefined)	1.8	1.6
Cc1ccc(C(=O)N2CCc3c(c(-c4nc(-c5cccc(F)c5)no4)nn3C)C2)cc1	-5.2	-6.3
CCOc1ccccc1N1C(=O)C2C3c4ccccc4C(C(OC)OC)(c4ccccc43)C2C1=O (centres undefined)	2.7	6.0
COc1cc(/C=C2/SC(N3CCC(C(N)=O)CC3)=NC2=O)ccc1O	1.3	5.0
COc1ccc(CNC(=O)c2ccc(NC(C)=O)cc2)cc1	-5.8	-6.9
Fc1cccc2c(OC3CCN(Cc4ccccc4)CC3)cc(C(F)(F)F)nc12	-11.8	·
CC(=O)N1CCN(c2cc(Oc3ccccc3)ncn2)CC1	0.4	2.1
CCn1ccc2c(cc(C(=O)Nc3ccc(Br)cc3C)n2C)c1=O	-1.9	-2.5
Cc1ccc(C(=O)N2CCC(n3nnc4cc(F)ccc4c3=O)CC2)cc1	-1.6	6.8
CC1CCCCN1S(=O)(=O)c1ccc(NC(=O)C2COc3ccccc3O2)cc1 (centres undefined)	-4.3	-1.2
CCN1CCN(Cc2noc(-c3ccc(OC)cc3)n2)CC1	-0.4	-1.8
CCCn1c(=O)c(N2CCN(C(=O)c3ccc(F)c(F)c3)CC2)nc2ccccc21	-5.1	-6.0
N/C(=N\OC(=O)CCCOc1ccc(Cl)cc1Cl)c1cccnc1	-4.7	i
Cc1cccc(-c2nc(C)c3c(n2)N(Cc2cccnc2)C(=O)CC3)c1	2.5	-3.4
COc1ccc(C(=O)NCc2nnc(SCC(=O)N3CCCCCC3)o2)cc1OC	-1.0	-2.0
O=C(Cc1ccc(F)cc1)N(Cc1ccsc1)C1CC1	-0.8	-16.3
Cc1ccc(C)c(OCC(=O)N2CCC(C(N)=O)CC2)c1	-4.9	-0.1
O=C(COc1ccc(Cl)cc1Cl)NCCSc1c[nH]c2ccccc12	-9.8	61.0*
Cc1ccc2c(c1)C(=O)NC1(CCN(C(=O)c3ccc(F)c(F)c3)CC1)N2C	0.9	-0.6
O=[N+]([O-])c1ccc(CN2CCCCCC2)cc1	-4.7	-0.8
COc1ccc(S(=O)(=O)N2CCN(C(=O)C(c3ccccc3)c3ccccc3)CC2)cc1	-1.2	-1.9
O=C(Nc1ccc(Cc2ccc(NC(=O)c3ccco3)c(O)c2)cc1O)c1ccco1	-9.0	5.2
Cc1ccccc1CC(=O)N1CCC(c2nc(-c3ccncc3)no2)C1 (centres undefined)	-4.4	-3.2
CCSc1nc2sc3c(c2c(=O)n1-c1ccc(OC)cc1)CC(C)(C)OC3	-0.2	-2.8
CCCc1cc(C2CCCN2C(=O)Nc2ccccc2)no1 (centres undefined)	-2.0	-2.8
COc1ccc(S(=O)(=O)N(CC(=O)Nc2ccc(OC)c(OC)c2)c2ccc(C)cc2)cc1	-5.2	48.1
O=C(CSc1ccccc1)N1CCN(c2ccc([N+](=O)[O-])cc2)CC1	-13.9	21.1
Cc1ccccc1OCCCC(=O)Nc1ccccc1	-9.6	-12.6
CCCCc1ccc(-c2nc(N)n[nH]2)cc1	-7.9	-1.1
O=C(c1cccc(F)c1)N1CCN(Cc2cccc([N+](=O)[O-])c2)CC1	0.3	-5.3
COc1cc(C(=O)N2CCC(C(=O)Nc3cccc(C)c3C)CC2)cc(OC)c1OC	-5.9	4.8
COc1cc(C(CCN2CCCCC2)c2c(OC)cc(OC)c3c2OC(=O)CC3c2ccc(N(C)C)cc2)cc(OC)c1OC (centres undefined)	-9.1	78.3*
COc1cc(-c2[nH]nc3c2C(c2ccncc2)C(C#N)=C(N)O3)cc(OC)c1OC (centres undefined)	-3.9	0.0
CC(=O)N(Cc1nn(C)c2c1CN(S(=O)(=O)c1cccs1)CC2)c1ccccc1	-0.5	11.9
COc1cc(/C=C2/SC(=Nc3ccccc3)NC2=O)ccc1O	-21.9	9.0
Cc1ccc(-c2nnc(NCc3ccccc3)c3ccccc23)cc1S(N)(=O)=O	-8.1	26.3
O=C(O)c1ccc(N2C(=O)CSC2c2ccccc2C(F)(F)F)cc1 (centres undefined)	3.3	1.0
Cc1nnc(NC(=O)CCc2csc(NC(=O)Nc3cccc(Cl)c3)n2)s1	-4.6	-7.2

Another view of part of the listing above.
Structure | Pf apPOL inh | mHTT CaM bind
O=C(Nc1ccc(Cc2ccc(NC(=O)c3ccco3)c(O)c2)cc1O)c1ccco1 | -9.0 | 5.2
COc1ccc(CNC(=O)c2ccc(NC(C)=O)cc2)cc1 | -5.8 | -6.9
Fc1cccc2c(OC3CCN(Cc4ccccc4)CC3)cc(C(F)(F)F)nc12 | -11.8 | ·
Cc1ccccc1OCCCC(=O)Nc1ccccc1 | -9.6 | -12.6

Next section.
SMILES	Pf apPOL inh	mHTT CaM bind
Cc1cc(C)c(Cc2c(C)c(/C=N/O)c(C)c(-c3c(C)cc(C)c(/C=N/O)c3C)c2C)c(C)c1/C=N/O	·	i
Cc1ccc(CN2CCC(c3nc(-c4ccncc4)n[nH]3)CC2)s1	5.3	8.6
Cc1ccc(C(=O)N2CCC3(CC2)NC(=O)c2cc(F)ccc2N3C)c(C)c1	-0.2	55.5*
Cc1ccc(-n2cnc(C(=O)N3CCCCC3C)n2)cc1 (centres undefined)	-3.7	3.4
CCCCN1C(=O)C(CC(=O)Nc2ccc(F)cc2)Sc2ncccc21 (centres undefined)	-4.5	-0.2
CC(=O)Nc1cc(-c2ccc(Cl)cc2)nn1-c1ccccc1	6.7	4.0
COc1cc(OC)cc(-n2nc(C(=O)N3CCCC(C)C3)c3ccccc3c2=O)c1 (centres undefined)	4.7	12.0
CCOC(=O)C(=O)NC1CCCCC1	-1.7	-1.0
COc1cccc(NS(=O)(=O)c2ccc3[nH]cc(C(=O)N(C)C4CCCCC4)c(=O)c3c2)c1	-21.6	24.0
COc1ccccc1CNC(=O)C1CCCN(C(=O)c2ccccc2F)C1 (centres undefined)	-9.5	24.2
COc1ccc(OC)c(Nc2nc3nonc3nc2N2CCC(C)CC2)c1	5.5	-1.0
COc1cc(OC)c(C2C=C(c3ccc(Cl)cc3)Nc3nnnn32)cc1OC (centres undefined)	-2.6	47.0
COc1cc(-c2ccc(NC(C)=O)c(OC)c2)ccc1NC(C)=O	6.2	1.9
NC(=O)c1cc([N+](=O)[O-])ccc1NCc1ccccc1	8.0	21.2
Cc1cc(/C=N/O)c(S(C)(=O)=O)s1	·	i
CCC(C)(O)c1nnn(-c2nonc2N)c1C(C)(O)CC (centres undefined)	0.1	9.8
O=C(C1CCN(c2ccncc2)CC1)N1CCN(c2ccc(F)cc2)CC1	-5.4	-0.5
CCn1cnc2c(-c3cccc(Cl)c3)csc2c1=O	-0.5	-14.7
O=C(NCc1cc(-c2ccc(Cl)cc2)on1)c1ccc(Cn2ccnc2)cc1	-6.3	25.8
COc1ccc2c(c1)CCCN2S(=O)(=O)c1ccc(Cl)cc1	-11.6	-46.4

Random excerpt: 6 entries already listed.
SMILES	Pf apPOL inh	mHTT CaM bind
Cc1ccc(C(=O)N2CCC3(CC2)NC(=O)c2cc(F)ccc2N3C)c(C)c1	-0.2	55.5*
COc1ccc(OC)c(Nc2nc3nonc3nc2N2CCC(C)CC2)c1	5.5	-1.0
CC(=O)Nc1cc(-c2ccc(Cl)cc2)nn1-c1ccccc1	6.7	4.0
CCn1cnc2c(-c3cccc(Cl)c3)csc2c1=O	-0.5	-14.7
NC(=O)c1cc([N+](=O)[O-])ccc1NCc1ccccc1	8.0	21.2
COc1ccccc1CNC(=O)C1CCCN(C(=O)c2ccccc2F)C1 (centres undefined)	-9.5	24.2

(more compounds)
SMILES	Pf apPOL inh	mHTT CaM bind
O=[N+]([O-])c1ccc(N2CCN(S(=O)(=O)c3cccc4cccnc34)CC2)cc1	0.0	0.5
O=C(NCCCN1CCOCC1)c1cc(Sc2ccccc2C(F)(F)F)nc2ccccc12	-16.7	30.0
Cc1cc(C(=O)NCc2ccc(Cl)cc2)ccc1[N+](=O)[O-]	-7.9	2.6
Cc1[nH]c2ccccc2c1SCCNC(=O)c1cc2ccccc2oc1=O	0.6	38.0
COc1ccc(C2C(C(=O)Nc3ccc(C)cn3)CC(=O)N2c2ccc(OC)cc2)cc1 (centres undefined)	-3.9	19.0
FC(F)(F)c1cc(-c2ccco2)nc(NCc2ccc(Cl)cc2)n1	-9.8	-28.0
CN1CC=C2C(C#N)=C(N)C(C#N)(C#N)C(c3cccc(Cl)c3)C2C1 (centres undefined)	-2.7	9.0
O=C(c1ccccc1)c1c(-c2ccccc2)csc1Nc1ccccc1	5.5	·
O=C(CC1CCCCC1)N1CCC(COc2ccc(C(=O)N3CCCCC3)cc2)CC1	-4.1	-1.8
COc1ccc(C(=O)N(C)Cc2ccccc2)cc1Br	0.2	-5.2
Nc1c(C(=O)NCc2ccco2)nnn1-c1ccccc1	-2.0	2.0
COc1ccc(-n2nc3c(c2NC(=O)c2cc([N+](=O)[O-])ccc2Cl)CS(=O)(=O)C3)cc1	-7.2	-4.0
Cn1c(=O)n(C)c2cc(N)ccc21	2.0	1.7
CCC(C)Sc1nc2c(c(=O)[nH]c(=O)n2C)n1Cc1ccc(Cl)cc1 (centres undefined)	0.9	-2.0
O=C(CSc1nnc(NC(=O)c2ccc(Cl)cc2)s1)c1ccc(Br)cc1	-2.8	-5.7
O=C(c1cccnc1)N1CCCC(c2cc(-c3ccccc3)n[nH]2)C1 (centres undefined)	0.7	1.8
Cc1noc(-c2cccs2)c1C(=O)NN	-17.1	·
COC(=O)c1ccccc1S(=O)(=O)N1CCN(Cc2nnnn2-c2ccccc2)CC1	-3.8	-7.8
CSc1cccc(NS(=O)(=O)c2ccccc2[N+](=O)[O-])c1	-1.6	0.2
C[C@@H](c1ccccc1)N1C[C@@H](COCc2ccccc2)Oc2cc(N3CCC[C@H]3C(N)=O)ccc2S1(=O)=O	-5.3	16.1
CC(C)NC(=O)c1cn(-c2ccc(F)cc2F)c(=O)c2ccccc12	1.4	-8.0
Cc1ccc(C)c(CNC(=O)c2ccc(-c3cccnc3)nc2)c1	3.4	-4.4
CC(=O)c1sc(NC(=O)COc2ccc(C(C)(C)C)cc2)nc1C	-2.0	-4.4
Cc1ccc(S(=O)(=O)N2CC=C(c3cn(C)c4ncccc34)CC2)cc1C	-3.8	12.5
CC[N+](CC)(CC)CCOc1ccc(/C=C/c2ccccc2)cc1	-3.4	·
CC(C)CCNC(=O)C1CCCN(c2nc3ccsc3c(=O)n2-c2ccc(F)cc2)C1 (centres undefined)	-5.0	4.9
NCCCNc1ccc(Cl)cc1[N+](=O)[O-]	-3.6	18.1
COc1ccc(Cl)cc1NC(=O)c1cc(S(=O)(=O)N2CCCCC2)ccc1F	39.2	-1.0
O=[N+]([O-])c1ccc(CNc2ccc(F)cc2)s1	0.4	26.6
Cn1cccc1/C=N/NC(=O)CCCCCCC(=O)N/N=C/c1cccn1C	·	i
COc1ccc(-n2nc3c(c2NC(=O)c2cc(Cl)ccc2OC)CSC3)cc1	2.6	10.0
CN1CCN(c2cc(N3CCN(S(=O)(=O)c4ccc(Cl)cc4)CC3)ccc2[N+](=O)[O-])CC1	-22.5	18.4
Cc1ccc2nc(C(=O)NCCN3CCCCC3)cn2c1	-2.5	-3.9
COc1ccc(S(=O)(=O)NCCSCc2cccc(C)c2)cc1	-7.9	-13.2
O=C(Nc1cc(C(F)(F)F)ccc1Cl)C(Sc1ccccn1)c1ccccc1 (centres undefined)	-5.4	·
O=C(CCCn1cccc1)NCc1c(F)cccc1F	-0.6	-23.0
O=C(c1cc2n(n1)C(C(F)(F)F)CC(c1ccc(Cl)cc1)N2)N1CCCCC1 (centres undefined)	-5.1	4.0
CC(=O)c1ccc(S(=O)(=O)N2CCCC(C)(C(=O)NCc3ccccc3C)C2)cc1 (centres undefined)	-4.2	6.8
Cc1cc(NC(=O)c2cc3nc(-c4ccc5c(c4)OCO5)cc(C(F)(F)F)n3n2)no1	1.2	1.0
CCC(=O)N1CCc2sc(S(=O)(=O)Nc3ccc(C)c(C)c3)cc2C1	-2.1	16.1
Cc1nnsc1C(=O)N1CCc2nc(NC(=O)c3ccco3)sc2C1	-7.2	-10.6
NC(=O)NC1c2ccccc2-c2ccccc21	1.4	-3.4
CC1(C)C(=O)OC(c2ccc(F)cc2)C2(CCCCC2)C1=O (centres undefined)	-3.6	-11.0
N[C@H](CC(=O)OCc1ccccc1)C(=O)OCc1ccccc1	1.4	·
CCn1cnnc1C1CCN(C(=O)CCc2c[nH]c3ccccc23)CC1	-1.8	4.6
COc1cccc(C(=O)N2CCC(Nc3cccnc3)C2)c1OC (centres undefined)	-3.6	1.1
Brc1ccc2[nH]c3c(c2c1)CCC3	-0.1	·
O=C(Nc1nc2c(s1)CN(S(=O)(=O)c1ccccc1)CC2)c1cccs1	-5.8	12.8
CCN=C1SC(C(=O)Nc2ccc(F)cc2)CC(=O)N1CC (centres undefined)	-1.4	-3.0
COc1ccc(C=C2Oc3cc(C)cc(O)c3C2=O)cc1OC	3.0	38.3
Cc1cc(C)cc(NC(=O)c2ccc(Cl)cc2Cl)c1	1.8	0.2
C=CCNC(=O)c1cc2c(=O)n3ccccc3nc2n(C(C)C)c1=N	6.5	10.0
CN(C(=O)C1CN(S(=O)(=O)c2cccnc2)CC12CCCCC2)c1ccccc1 (centres undefined)	0.7	29.8
CCCC1=NN2C(=N)/C(=C/c3ccccc3)C(=O)N=C2S1	-4.1	2.0
